From PubChem BioAssay
GRP78 ERSR act – ER stress response induction in glioma; Potency, µM, without a hit: at the highest dose activation, usual class: activators; 0.02% of 420,000 active; U87-MG GRP78 promoter luciferase reporter, 16 h; AID 602332; note: potency is the fitted concentration of half-maximal effect; series mostly up to about 76 µM; % of control where 0% means no effect; nearly all actives have a fitted effect of over 35% in size
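Stably transfected U87-MG human glioma cells carrying a GRP78-based luminescent sensor were seeded at 1000 cells/well, pin-dosed with compounds and incubated 16 h. Luciferase reagent was then added, and end-point luminescence was read after 10 min at room temperature.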
APE1 inh – blocks human APE1 abasic DNA cleavage | AID 2517 | recombinant APE1, TAMRA/BHQ-2 abasic DNA cleavage fluorescence | P27695 | Potency, µM (doses to about 65.8 µM), for inactives: at the top dose activity change, negative = inhibition, actives largely listed as inhibitors | 0.35% of 350,000 active;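 note: potency is the fitted concentration of half-maximal effect; plate controls were vehicle for no effect and reference inhibitor for full effect; nearly all actives have a fitted effect of over 55% in size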
Target sequence (P27695 whole entry, looked up): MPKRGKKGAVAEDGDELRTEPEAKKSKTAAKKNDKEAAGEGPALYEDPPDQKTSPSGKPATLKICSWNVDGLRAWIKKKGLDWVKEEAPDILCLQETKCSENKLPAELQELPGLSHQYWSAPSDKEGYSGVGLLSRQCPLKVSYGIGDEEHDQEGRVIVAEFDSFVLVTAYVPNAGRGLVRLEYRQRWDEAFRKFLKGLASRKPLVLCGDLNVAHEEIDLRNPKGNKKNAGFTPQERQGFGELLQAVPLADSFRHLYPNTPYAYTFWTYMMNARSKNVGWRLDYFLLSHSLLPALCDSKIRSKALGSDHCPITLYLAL
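Kinetic fluorescence read (525 ex/598 em nm, three reads 60 s apart) of AP-site incision; signal = third minus first read. Enzyme 0.75 nM, dual-labelled THF duplex 50 nM, compound preincubation 15 min RT.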
BLM inh – blocks DNA unwinding by human BLM helicase; AID 2528; P54132; recombinant BLM DNA unwinding, fluorescence dequenching; 0.2% of 350,000 active; Potency, µM (top dose mostly 56.1 µM), for inactives: top-dose activity change, negative = inhibition, most hits filed as inhibitors;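 note: potency is the fitted concentration of half-maximal effect; plate controls were vehicle for no effect and no enzyme for full effect; nearly all actives have a fitted effect of over 35% in size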
Pol eta inh – blocks human DNA polymerase eta activity; Q9Y253; recombinant Pol eta, fluorescent DNA replication assay; Potency, µM (titrated, usually from 114 µM), for the others: at the top dose activity change, negative = inhibition, usual class: inhibitors; 1.2% of 390,000 active; note: potency is the fitted concentration of half-maximal effect; % is set by controls: 0 for no effect and ±100 for the full control effect
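Pol eta at 10 nM preincubated with compounds 15 min at room temperature; reaction started with fluorescent substrate (50 nM final) and read kinetically at 0 and 10 min.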
Pol beta inh – DNA polymerase beta (human) inhibition | 1.3% of 340,000 active | AID 485314 | Pol beta primer extension/strand displacement, fluorescence kinetic | P06746 | Potency, µM (titrated, usually from 114 µM), inactives show at the highest dose activity change, negative = inhibition, usual class: inhibitors; note: potency is the fitted concentration of half-maximal effect; % is set by controls: 0 for no effect and ±100 for the full control effect
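Human Pol beta at 10 nM; strand-displacement substrate 50 nM final. Compound exposure 15 min at room temperature before start, reaction 10 min at room temperature.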
LDHA inh – inhibitors of human lactate dehydrogenase A; P00338; 0.15% of 480,000 active; activity change, % (values are at about 110 or 230 µM); purified LDHA, NADH/diaphorase-resazurin fluorescence; hits give low values; in the data active = activity change below about -30%; inconclusive = mostly about -25% to -30%;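 note: plate controls were DMSO wells for no effect and wells without enzyme for full effect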
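LDH5 2 nM; NADH 0.06 mM, pyruvate 0.2 mM; 200 mM Tris pH 7.4, EDTA, Tween-20; 5 min RT. Detection: diaphorase 0.133 mg/mL + resazurin 37 µM, fluorescence ex540/em590 at 0 and 20 min; normalized to enzyme-free and DMSO wells.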
POLK inh – DNA polymerase kappa (human) inhibition; Q9UBT6; purified Pol kappa, fluorescent DNA synthesis assay, 10 min; Potency, µM (highest dose often 107 µM), without a hit: at the highest dose activity, negative = inhibition, most hits filed as inhibitors; 0.53% of 400,000 active; note: potency is the fitted concentration of half-maximal effect; % is set by controls: 0 for no effect and ±100 for the full control effect
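50 nM final substrate added after 15 min RT preincubation of 10 nM Pol kappa with compound; fluorescence read at 0 and 10 min.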
POLI inh – blocks human DNA polymerase iota activity; Pol iota fluorescent replication assay, 10 min; AID 588590; 1% of 390,000 active; Potency, µM (titrated, usually from 115 µM), inactives show top-dose activity, negative = inhibition, hits mostly inhibitors; note: potency is the fitted concentration of half-maximal effect
Target sequence (Q9UNA4 whole entry, looked up): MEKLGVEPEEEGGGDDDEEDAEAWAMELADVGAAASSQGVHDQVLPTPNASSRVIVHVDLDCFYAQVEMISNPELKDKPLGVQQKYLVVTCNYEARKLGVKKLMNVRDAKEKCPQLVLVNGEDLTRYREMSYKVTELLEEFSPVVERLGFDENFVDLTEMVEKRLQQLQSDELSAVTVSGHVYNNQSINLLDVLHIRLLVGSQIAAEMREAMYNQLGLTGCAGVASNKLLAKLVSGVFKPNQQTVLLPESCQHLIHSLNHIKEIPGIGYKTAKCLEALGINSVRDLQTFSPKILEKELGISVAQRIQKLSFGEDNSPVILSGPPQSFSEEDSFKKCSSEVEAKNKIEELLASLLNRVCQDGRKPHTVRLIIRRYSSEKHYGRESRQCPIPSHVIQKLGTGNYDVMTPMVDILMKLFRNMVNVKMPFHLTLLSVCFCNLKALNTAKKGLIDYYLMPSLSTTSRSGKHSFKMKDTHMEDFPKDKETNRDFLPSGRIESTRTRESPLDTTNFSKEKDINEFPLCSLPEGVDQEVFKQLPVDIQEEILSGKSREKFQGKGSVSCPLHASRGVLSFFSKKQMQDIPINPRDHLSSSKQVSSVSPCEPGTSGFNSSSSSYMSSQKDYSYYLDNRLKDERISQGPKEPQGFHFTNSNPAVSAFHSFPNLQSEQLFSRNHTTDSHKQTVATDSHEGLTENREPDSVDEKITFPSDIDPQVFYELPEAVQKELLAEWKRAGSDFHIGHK
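Pol iota at 10 nM preincubated 15 min with compounds at room temperature; reaction started with fluorescent substrate, 50 nM final. Fluorescence read kinetically at 0 and 10 min; buffer-only wells as negative control.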
Anesthetic bind – binds horse apoferritin like a general anesthetic; Potency, µM (titrated, usually from 77.5 µM), for the others: at the top dose activity change, negative = displacement, actives largely listed as inhibitors; apoferritin/1-aminoanthracene competitive binding, fluorescence; P02791; 0.074% of 350,000 active; note: potency is the fitted concentration of half-maximal effect; % is set by controls: 0 for no effect and ±100 for the full control effect; nearly all actives have a fitted effect of over 20% in size
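Probe: 1-aminoanthracene (50% saturated, PBS). Protein: horse-spleen apoferritin, 10 uM. Incubation: 10 min, room temperature. Detection: 380 nm excitation, 535 nm emission. Analysis: normalized response, four-parameter Hill.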
An asterisk follows results filed as active; u = inconclusive; x = no result given; & = joins results of further samples; [ ] = dose if it differs, or a comment. Unless noted, calls come from the whole dose curve; as a rule, active = well fitted curve in the direction sought with a large enough effect; inconclusive = small, poorly fitted or top-dose-only effect, or another doubt; inactive = no such curve, though single readings can be large; an effect the other way counts as inactive or inconclusive.

Second line of a record – GRP78 ERSR act | APE1 inh | BLM inh | Pol eta inh | Pol beta inh | LDHA inh | POLK inh | POLI inh | Anesthetic bind
O=C(CC1C(=O)NCCN1C1CCCC1)NCc1cccc(OC(F)(F)F)c1 (stereo not given)
    -6% | 10% | -5% | -22% | 15% | -2 | 1% | 139%[activator] | -18%
CNc1nc(-c2ccc3c(c2)CCN3C(=O)c2ccc(F)cc2)cs1
    4% | -4% | -9% | -6% | -25% | -2 | -7% | 69%[activator] | -14%
O=C(CSc1ccc(Cl)cc1)NNC(=O)c1ccncc1
    -4% | 16% | x | -22% | x | -2 | -13% | 4% | x
CC(=O)Nc1ccccc1OC(C)C(=O)NC(C)c1ccc(F)cc1 (stereo not given)
    -4% | u | 4% | -6% | 0% | -7 | -13% | 148%[activator] | -11%
O=[N+]([O-])c1cccc(S(=O)(=O)c2cccc([N+](=O)[O-])c2)c1
    -1% | 5% | -4% | -22% | 51% | -6 | -11% | 71%[activator] | -2%
Cc1cc(NS(=O)(=O)c2ccc(NC(=O)CSc3nnc(-c4ccco4)n3Cc3ccco3)cc2)nc(C)n1
    -3% | 7% | 3% | -15% | -25% | -4 | -13% | 15% | -1%
C=C(C)CSc1nc(C)c(Cc2ccccc2)c(=O)[nH]1
    -7% | -7% | -2% | -19% | 5% | -4 | -8% | -13% | 1%
O=C(NCCCSc1ccccc1)c1cc(Cl)ccc1O
    -3% | 7% | -8% | -19% | 1% | -7 | -24% | -17% | -1%
Cc1ccc(-n2c(-c3ccncc3)nnc2-c2cccs2)cc1
    -5% | x | x | -5% | x | -1 | -12% | 9% | x
Cc1ccc(C)n1NC(=O)c1ccccc1O
    10% | -2% | -10% | -16% | 0% | -1 | u | -21% | -15%
COc1ccc(CN2CCN(C(=O)c3ccco3)CC2)cc1OC
    -4% | 4% | 2% | -10% | 30% | u | -10% | 57%[activator] | 0%
Cc1cccc(CN2C(=O)c3ccccc3Sc3ccc(C(=O)NCc4cccs4)cc32)c1
    -3% | x | -9% | -10% | 1% | -4 | -6%[60.1 µM] | 15% | -3%
COCC(=O)Nc1ccc(OC)c(Cl)c1
    -2% | u | -4% | 5% | 5% | -3 | -4% | 18% | 0%
CCOc1ccc(C(=O)N(CC)CC(=O)Nc2ccc3c(c2)OCCO3)cc1
    3% | 4% | x | 0% | x | -5 | 6% | 5% | x
COc1ccc(NC(=O)N2CCN(Cc3nc4ccc(C)cc4o3)CC2)cc1OC
    1% | x | 1% | -13% | 2% | 11 | -2%[60.1 µM] | -1% | -19%
COc1ccc(S(=O)(=O)CCC(=O)Nc2ccc(OC)cc2OC)cc1
    -4% | 0% | -1% | -7% | 7% | 4 | -15% | -10%[58.9 µM] | 4%
CC(=O)c1ccc(NC(=O)CSc2nnc(Cn3cnc4ccccc43)o2)cc1
    -3% | -4% | -1% | -13% | 3% | -7 | -7% | 108%[activator] | -14%
OC(CNC1CCCC1)COc1ccc(-c2ccccc2)cc1 (stereo not given)
    0% | 1% | -6% | 0% | -5% | -6 | -6% | 90%[activator] | u
O=C(COC(=O)Cc1ccc2c(c1)OCCO2)Nc1ccc(S(=O)(=O)N2CCCC2)cc1
    -1% | 0% | -8% | -24% | -7% | -3 | -8% | 13% | 4%
CCCOc1ccc(C2C(=O)N(C3CCCCCC3)CC(=O)N2C(C)C)cc1OC (stereo not given)
    -2% | x | -7% | 8% | -39% | -1 | -1%[60.1 µM] | 19% | -2%
CCN(C(=O)c1cccc(S(=O)(=O)N2CCc3ccccc32)c1)C1CCS(=O)(=O)C1 (stereo not given)
    -3% | -8% | x | 1% | x | -1 | -7% | -21% | x
CCCCCC[C@@H]([C@@H](C)O)n1cnc2c(N)ncnc21
    -3%&-2%&-4%&-2%&-2% | 0%&2%&-2%&21% | 8% | -2%[57.1 µM] | 8%[57.1 µM] | 1 | -3%[60.1 µM] | -5%[58.9 µM] | 1%&3%
CCN(CC)C(=O)c1sc2c(c1C)c(=O)n(CCc1ccccc1)c(=O)n2Cc1ccc(F)cc1Cl
    0% | x | -8% | -2% | -1% | 2 | -1%[60.1 µM] | 16% | -3%
O=[N+]([O-])c1c(Nc2ccccc2O)cc(Cl)c2nonc12
    -14% | -5% | -12% | 45µM* | 18µM* | 1 | -2% | 11µM* | u
CCn1cnc2c1c(=O)n(Cc1cccc(Br)c1)c(=O)n2Cc1ccccc1
    4% | -7%[12.4 µM] | -8% | u | 4% | -4&-5 | -3% | 115%[activator] | -14%
CSc1ncccc1C(=O)OCC(=O)c1cccs1
    -4% | 0% | -4% | -10% | -29% | 0 | 7% | -6% | -19%
Cc1cc(Cl)ccc1NC(=S)N(CCCN1CCOCC1)Cc1cccs1
    -2% | -2% | -6% | -9% | 0% | -4 | 4% | 8% | u
COC(=O)c1c(S(C)(=O)=O)nc(-c2ccccc2)[nH]c1=O
    -6% | 4% | 0% | -16% | 2% | -2 | -1% | -2% | 1%
COCCNc1oc(COc2cccc(C)c2)nc1C#N
    1% | -1% | -1% | -8% | -10% | -3 | 8% | 2% | 5%
CCOC(=O)c1c(C)[nH]c(C)c1C(=O)COC(=O)[C@@H]1CCCN1S(=O)(=O)c1ccc(Cl)cc1
    -3% | -6% | -8% | -5% | -11% | 2 | -11% | -6%[58.9 µM] | -19%
CCN(CC(=O)Nc1c(F)cccc1F)C(=O)CCNS(=O)(=O)c1ccccc1C(F)(F)F
    -5% | 11% | x | -16% | x | -2 | -19% | 81%[activator] | x
CCC1(CC)NC(=O)N(CC(=O)NCc2ccc3c(c2)OCO3)C1=O
    -3% | -1% | -6% | -12% | -9% | 2 | 6% | -10% | u
Cc1cc(C)c(S(=O)(=O)c2cccc(Cl)c2)c(=O)[nH]1
    -6% | 20% | -2% | -3% | -5% | -5 | -2% | 35%[activator] | -12%
CC(=O)c1c(Cl)nc2cccc3c2c1-c1ccccc1C3=O
    -4% | 17% | -8% | -7% | -6% | -1 | 8% | 7% | u
CN1CCc2c(c3ccccc3n2Cc2ccccc2)C1
    -3%&0%&-7%&-4% | -5% | 3% | -7%&-13% | -2% | -9&-1 | 0% | -3%&33% | -14%
CC(=O)Oc1cccc(N2C(=O)C3C4C=CC(CC4)C3C2=O)c1 (stereo not given)
    -2% | 19% | -2% | -21% | 9% | -1 | -1% | 49%[activator] | -7%
Cc1ccnc(NC(=O)Cc2ccc([N+](=O)[O-])cc2)c1
    -2% | -3% | 0% | -11% | u | -2 | 2% | 28% | -7%
COc1ccc(C(=O)NC2CCCc3c2cnn3-c2ccccc2F)o1 (stereo not given)
    -2% | -11% | -1% | -10% | 16% | 0 | -29% | u | -9%
COc1cc(F)c(C2=CC(=O)C[C@H](c3ccc4c(c3)OCO4)C2)cc1F
    -5% | 29% | x | -19% | x | -3 | 4% | 36%[activator] | x
CCCS(=O)(=O)N1CCC(C(=O)N2CCCC2)CC1
    6% | -1% | 1% | 8% | -18% | -5 | -5% | 4% | 2%
CCCCOC(=O)c1ccc(NC(c2ccc(C)cc2)P(=O)(OC)OC)cc1 (stereo not given)
    -4% | 8% | -9% | -18% | 5% | 0 | -11% | 0% | -13%
CN(C)c1ccc(/C=C2\C=Cc3ccccc32)c(F)c1
    -2% | x | x | x | x | 5 | -11% | u | x
Cc1cccc(N2CCN(C(=O)c3cccc(N4CCCC4=O)c3)C(C)C2)c1 (stereo not given)
    -4% | -7% | -2% | -6% | 57% | -8 | -14% | u | -4%
COc1cccc(NC(=O)Cn2nc(-c3ccncc3)ccc2=O)c1
    1% | x | -3% | -13% | 17% | -9 | -4%[60.1 µM] | 20% | -8%
CSCCC(NC(=O)c1ccco1)C(=O)N1CCN(Cc2ccccc2)CC1 (stereo not given)
    -4% | -2% | x | -11% | x | -6 | -2% | 28% | x
COc1ccc(N2C(=O)c3ccc(C(=O)Nc4cc(OC)ccc4OC)cc3C2=O)cc1
    -4% | 65%[activator] | -4% | u | 5% | -2 | 15% | 1% | 15%
Nc1ccc(-c2cc(N)n(-c3ccccc3)n2)cc1
    -2% | -12% | 0% | -17% | 2% | -1 | -11% | -2% | -14%
CCOc1ccc(NC(=O)CCCOc2cc(=O)n(C)c3ccccc23)cc1
    2%&-3% | 1% | 0%&1% | -10%&4% | 26%&36% | -8&-3 | -4%&-4% | 1%&20% | -4%&-6%
CN(C1=NC(=O)C(CC(=O)O)S1)c1ccc(O)cc1 (stereo not given)
    -1% | -3% | -2% | 7% | 7% | -17 | -3% | 33%[activator] | -7%
COc1ccccc1Cc1nc2ccccc2nc1SCC(=O)NCc1ccc(F)cc1
    1% | x | 2% | -10% | 21% | -8 | 0%[60.1 µM] | 25% | -8%
CCCCN1CCCc2cc(CN(CCCN3CCOCC3)C(=O)Nc3ccc(CC)cc3)ccc21
    -2% | x | -12% | -20% | -25% | 0 | -13%[60.1 µM] | 5% | -4%
Cn1c(CN2CCCCC2)nc2cc(NC(=O)c3ccccc3)ccc21
    2% | -3% | 3% | -13% | -29% | 4 | -8% | 10%[58.9 µM] | 6%
O=c1c(O)c(-c2ccc(O)c(O)c2)oc2c(OC3OC(CO)C(O)C(O)C3O)c(O)cc(O)c12 (stereo not given)
    -5% | 12% | -9% | x | x | x | 3.2µM* | x | -6%
COc1ccc(C(=O)c2sc3nc4c(c(C(F)(F)F)c3c2N)CN(C(C)=O)CC4)cc1OC
    -6% | x | -7% | -25% | 18% | 3 | 1% | u | -10%
COc1ccc(-c2nc3ccccc3o2)cc1NC(=O)c1cccc2c(Cl)cccc12
    1% | x | -18% | -13% | 15% | -3 | 10% | u | -7%
CC(=O)Nc1ccc(C(C#N)c2ccccc2)cc1 (stereo not given)
    -2% | 3% | -2% | -8% | -23% | -5 | 1% | 26% | u
CC(C)NC(=O)c1ccccc1NC(=O)C1COc2ccccc2O1 (stereo not given)
    -2% | 16% | 1% | -13% | 11% | -4 | -2% | u | -6%
O=C(NCc1ccco1)Nc1ccc2nsnc2c1
    -17% | -1% | -7% | u | 6% | 18 | -22% | u | 50%[activator]
O=C(c1ccc(Cn2cc(Cl)cn2)cc1)N1CCN(c2ccccc2)CC1
    -2% | 4% | 1% | -1% | 76% | 0 | -3% | 3% | u
O=C(O)C1CC(C2CCCCN2)CN2CCCCC12 (stereo not given)
    -3% | 1% | -10% | x | x | x | -8%[60.1 µM] | x | 0%

An excerpt; count on the stated rates, not on these rows.
